DDE Tn6 FP inh: inhibitors of Tn6 peptide binding to fibrin DD(E), primary screen, biochemical, fluorescence polarization, human fibrin, Tn6 probe | Fibrinogen beta chain (Homo sapiens), P02675 | Fibrin DD(E) TRITC-Tn6 fluorescence polarization displacement | inhibition, % at 8.3 µM | actives 0.21% (n = 370,000) | AID 720509, 2013;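 active = inhibition above a per-campaign cutoff: mean of compounds within control limits plus 3 SD, cut at about 15% in these data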;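 also: 0% = median of all compound wells on the plate and 100% = blocking peptide control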
UHRF1 binding: UHRF1 methylated DNA binding inhibitors, primary screen, counter-screen for MBD2 inhibitor project, biochemical, TR-FRET, human UHRF1, single concentration; UHRF1 binding to methylated oligo; actives 0.75% (n = 370,000); inhibition, % at 4.4 µM; in the data active = inhibition above about 21%;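 also: UHRF1 SRA domain binding a hemimethylated CpG hairpin DNA probe; 0% = median of test compound wells and 100% = reference inhibitor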
PLC-beta3 inh: human PLC-beta3 inhibitors, primary screen, biochemical, fluorescence. inhibition, % at 12.2 µM. actives 0.18% (n = 370,000). Purified PLC-beta3, fluorogenic substrate. 1-phosphatidylinositol 4,5-bisphosphate phosphodiesterase beta-3 (Homo sapiens), Q01970; in the data active = inhibition above about 11%;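 also: 0% = median of compound wells on plate and 100% = full blocker control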
ASAP1 GAP inh: inhibitors of human ASAP1 ArfGAP activity, primary screen, biochemical, fluorescence polarization | actives 0.19% (n = 360,000) | ASAP1-stimulated ARF1 GTP hydrolysis, GDP FP detection | Arf-GAP with SH3 domain, ANK repeat and PH domain-containing protein 1 (Homo sapiens), … | AID 624377, 2012 | inhibition, % at 16.5 µM; in the data active = inhibition above about 25%;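 also: 0% = vehicle with enzyme and substrate and 100% = no enzyme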
PLC-gamma1 inh: PLC-gamma1 enzyme inhibitors, primary screen, biochemical, fluorescence, purified enzyme. actives 0.84% (n = 370,000). inhibition, % at 12.2 µM. AID 720700, 2013. 1-phosphatidylinositol 4,5-bisphosphate phosphodiesterase gamma-1 (Homo sapiens), P19174. fluorogenic substrate; in the data active = inhibition above about 9.5%
Target sequence (P19174 whole entry, looked up): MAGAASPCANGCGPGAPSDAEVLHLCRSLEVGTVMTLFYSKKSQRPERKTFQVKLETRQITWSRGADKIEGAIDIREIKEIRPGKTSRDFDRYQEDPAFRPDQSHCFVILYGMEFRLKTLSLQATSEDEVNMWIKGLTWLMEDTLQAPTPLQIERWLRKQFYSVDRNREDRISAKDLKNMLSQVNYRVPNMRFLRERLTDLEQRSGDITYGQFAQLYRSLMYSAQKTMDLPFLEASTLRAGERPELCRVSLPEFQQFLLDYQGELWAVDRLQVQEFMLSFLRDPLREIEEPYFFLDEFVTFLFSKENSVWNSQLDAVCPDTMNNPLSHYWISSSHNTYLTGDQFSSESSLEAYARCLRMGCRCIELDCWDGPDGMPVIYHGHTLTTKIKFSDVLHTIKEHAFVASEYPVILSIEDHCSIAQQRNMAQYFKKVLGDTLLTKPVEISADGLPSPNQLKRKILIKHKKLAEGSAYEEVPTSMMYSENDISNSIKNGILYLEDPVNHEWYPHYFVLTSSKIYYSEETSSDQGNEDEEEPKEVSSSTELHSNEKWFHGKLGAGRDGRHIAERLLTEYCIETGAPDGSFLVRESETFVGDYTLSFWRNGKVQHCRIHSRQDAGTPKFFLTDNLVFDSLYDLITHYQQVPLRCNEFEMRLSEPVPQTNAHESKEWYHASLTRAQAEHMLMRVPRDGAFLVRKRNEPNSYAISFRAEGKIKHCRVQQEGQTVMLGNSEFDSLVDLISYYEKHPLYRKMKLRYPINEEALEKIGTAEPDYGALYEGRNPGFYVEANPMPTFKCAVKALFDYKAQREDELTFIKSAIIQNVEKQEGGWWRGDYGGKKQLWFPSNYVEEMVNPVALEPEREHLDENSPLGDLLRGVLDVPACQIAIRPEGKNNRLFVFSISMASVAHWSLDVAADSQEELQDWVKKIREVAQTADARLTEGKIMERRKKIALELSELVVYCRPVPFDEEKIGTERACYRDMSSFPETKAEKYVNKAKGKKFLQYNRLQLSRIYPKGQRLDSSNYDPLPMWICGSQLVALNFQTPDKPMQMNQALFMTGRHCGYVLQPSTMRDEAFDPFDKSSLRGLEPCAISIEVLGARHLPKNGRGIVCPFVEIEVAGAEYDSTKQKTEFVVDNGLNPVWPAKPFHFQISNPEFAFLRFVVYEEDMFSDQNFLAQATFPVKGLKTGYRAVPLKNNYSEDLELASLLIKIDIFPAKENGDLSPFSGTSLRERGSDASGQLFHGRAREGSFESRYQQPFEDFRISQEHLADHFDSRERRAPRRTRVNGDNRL
ARFGAP1 inh: inhibitors of rat ARFGAP1 GAP activity, primary screen, biochemical, fluorescence polarization, GDP tracer; ADP-ribosylation factor GTPase-activating protein 1 (Rattus norvegicus), Q62848; actives 0.26% (n = 360,000); Arfgap1-stimulated ARF1 GTP hydrolysis, GDP FP detection; inhibition, % at 16.5 µM;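 active = inhibition above a per-plate limit, mean inhibition of low control wells plus 3 SD, cut at about 25% in these data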;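 also: 0% = DMSO wells with enzyme and 100% = wells lacking Arfgap1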
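material = rat Arfgap1 catalytic domain, aa 1-136 | also added = human ARF1(Δ1-17)-GTP substrate | compound dosing = one concentration, 16.5 µM, DMSO 1.26% | times = GTP hydrolysis reaction 2 h at 25 °C | measured by = FP, GDP Alexa 633 tracer displaced from anti-GDP antibody, 620/688 nm | evaluation = percent inhibition of Arfgap1-stimulated GTP hydrolysis | replication = single well per compound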
Tn7 DDE FP: inhibitors of Tn7 peptide binding to fibrin DD(E), primary screen, biochemical, fluorescence polarization, human fibrin, Tn7 probe; Fibrinogen beta chain (Homo sapiens), P02675; FP displacement of FITC-Tn7 peptide from fibrin DD(E); 0% = median of compound wells per plate; inhibition, % at 8.3 µM; actives 0.13% (n = 370,000);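 active = inhibition above the mean of compounds falling within the control limits plus 3 SD of them, cut at about 14% in these data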;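 also: 0% = plate median of compound wells and 100% = 10 µM Aha-Tn7 peptide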
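Test system: human clot-derived fibrin DD(E) complex / Quantity: 2 µM final DD(E) protein / Incubation: 10 min plus 3 h, room temperature / Measured by: fluorescence polarization / Benchmarks: high control of 10 µM Aha-Tn7 peptide / Replicates: singlicate testing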
HGIII-sPLA2 inh: human group III sPLA2 inhibitors, primary screen, biochemical, QFRET, BODIPY PC-A2 liposome substrate. Group 3 secretory phospholipase A2 (Homo sapiens), Q9NZ20. QFRET BODIPY PC-A2 liposome hydrolysis, fluorescence. inhibition, % at 12.2 µM. actives 0.56% (n = 370,000). AID 743126, 2013;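 active = inhibition above mean plus 3 SD of compounds lying within the high and low control bounds, cut at about 19% in these data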;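 also: 0% = median of test compound wells and 100% = no enzyme DMSO wells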
NR1D1 modulator: modulators of Rev-erb alpha DNA binding, primary screen, biochemical, FITC-DNA, fluorescence polarization, uHTS | Rev-erbα–FITC-DNA binding, 90 min | AID 1259318, 2017 | actives 0.79% (n = 370,000) | activity, % at 10 µM | Nuclear receptor subfamily 1 group D member 1 (Homo sapiens), P20393;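 active = activity above about 14%, limit read from the data; passing the limit was not always enough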;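 also: 0% = DMSO wells with 35 nM protein and 100% = DMSO wells with 750 nM protein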
KLK7 zymogen act: proKLK7 zymogen activators, primary screen, biochemical, fluorescence intensity; actives 0.9% (n = 370,000); AID 652039, 2013; activation, % at 7 µM; purified proKLK7, EDANS-DABCYL substrate fluorescence; 100% is mature enzyme control, 0% vehicle; Kallikrein-7 (Homo sapiens), P49862;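 active = activation above the mean of all tested compounds plus 3 SD, computed per campaign excluding outliers beyond control limits, cut at about 13% in these data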
* hit, by the source's call; i = inactive; & = joins results of further samples.

SMILES | DDE Tn6 FP inh | UHRF1 binding | PLC-beta3 inh | ASAP1 GAP inh | PLC-gamma1 inh | ARFGAP1 inh | Tn7 DDE FP | HGIII-sPLA2 inh | NR1D1 modulator | KLK7 zymogen act
Cc1ccc(-n2nnc3c(=O)n(CC(=O)OCc4ccccc4)cnc32)cc1 | 1.1 | 2.1 | -0.4 | 8.4 | 0.7 | -12.9 | 7.2 | 2.1 | 3.3 | 0.1
CN(C)CC/C=C1\c2ccccc2Sc2ccc(Cl)cc21 | -2.2 | -0.8 | 1.1 | 5.6 | 1.0 | 5.1 | -4.0 | -9.9 | -3.9&3.1 | -0.2
COc1ccc(S(=O)(=O)NCc2nc3nc(C)cc(C)n3n2)cc1 | 4.7 | 0.9 | -0.1 | 9.9 | -1.4 | 10.2 | -3.6 | 8.5 | -2.9 | 0.4
S=C(NCCCN1CCOCC1)Nc1ccc(Cl)c(Cl)c1 | -1.9 | -3.0 | 2.8 | 20.4 | 0.3 | 0.9 | -4.9 | -0.2 | -4.8 | 0.1
COc1ccc(N2C(=O)c3ccccc3C2O)cc1 (centres undefined) | -4.4 | 4.3 | -4.8 | -11.9 | -6.1 | 5.2 | 0.1 | 8.1 | -3.5 | -0.1
Cc1cccc(CNC(=O)c2ccc3c(c2)N(C)CCS3)c1 | -9.8 | -0.7 | i | 7.2 | i | -1.8 | -5.5 | 2.6 | -3.5 | 17.9*
O=C(c1cccs1)N1CCCC(c2nc3c(nnn3Cc3c(Cl)cccc3Cl)c(=O)[nH]2)C1 (centres undefined) | -5.9 | 2.4 | -8.1 | 2.3 | -0.6 | -4.9 | 6.2 | -1.9 | -2.3 | -0.2
Cc1ccccc1NC(=O)CCS(=O)(=O)c1cccc2nonc12 | -10.7 | 5.9 | -11.2 | 13.3 | -0.1 | 3.5 | -5.1 | 16.9 | 3.5 | 0.0
COc1cc(C(=O)NC(C)c2cccc3ccccc23)cc(OC)c1OC (centres undefined) | -10.6 | -3.1 | -2.0 | 0.9 | 4.2 | 7.2 | -4.4 | -9.3 | -0.3 | 1.6
COc1ccc(Oc2nc(SC)nc3ccsc23)cc1 | 6.0 | 0.1 | -0.4 | 8.8 | 0.7 | 0.3 | -1.4 | 0.0 | 5.2 | 0.0
CCN(CC)CCNC(=O)c1cc(-c2cccnc2)nc2ccc(S(=O)(=O)N3CCC(C)CC3)cc12 | -2.5 | -2.4 | -0.9 | -5.4 | 2.2 | -5.1 | 2.6 | 1.6 | 2.0 | -0.4
Cc1ccc(NC(=O)C(C)c2ccc([N+](=O)[O-])cc2)cc1Cl (centres undefined) | 4.0 | 0.3 | 1.8 | 22.3 | 2.8 | 9.8 | 7.1 | -16.6 | -2.7 | 0.2
CC(=O)Nc1cc2nc(C)n(Cc3ccc([N+](=O)[O-])cc3)c2nc1C | -3.0 | -0.1 | -4.0 | -4.1 | 0.4 | -3.1 | 0.4 | 0.7 | -3.2 | 0.1
O=C(CSC1=NCCS1)Nc1ccc(F)cc1 | -1.5 | -2.8 | 2.0 | -2.8 | -0.2 | -7.8 | 5.0 | -2.5 | 1.4 | 0.1
CC1CCN(CCCNC(=O)c2cn(C)c3ccc(S(=O)(=O)N4CCCC4)cc3c2=O)CC1 | 1.2 | 2.8 | 5.2 | 0.3 | -3.9 | -2.1 | 5.8 | 9.9 | -2.5 | 0.1
O=C1NCN(C2CCCCC2)CN1 | 2.0 | 0.9 | -0.7 | -0.2 | 4.7 | -4.8 | -2.8 | 9.5 | 10.2 | 0.1
Cc1cc2c(cc1C)NC1(C[C@H]3CCC(=O)N4CC[C@@H](C1)[C@@H]34)C(=NC(C)(C)CC(C)(C)C)N2 (some centres undefined) | -2.8 | -0.1 | 2.8 | -6.0 | 2.0 | -2.6 | 2.5 | 7.0 | -1.1 | -0.3
COc1ccccc1C(=O)NNC(=O)c1cccc([N+](=O)[O-])c1 | -14.0 | 4.8 | -4.1 | -3.4 | 3.4 | 6.1 | -11.7 | 1.2 | 3.5 | 0.2
CCN(CC)C(=O)c1sc(NC(=O)c2cccs2)c(C#N)c1C | 9.0 | -4.1 | -3.1 | -22.2 | -2.6 | -3.2 | 6.4 | 2.1 | 4.5 | -0.3
CCNc1ccccc1C(=O)O | 1.2 | -3.8 | -123.9 | -2.6 | -92.5 | 6.6 | -2.8 | 3.8 | -1.0 | 2.8
COc1ccc(-c2cc(C(=O)Nc3cc(OC)cc(C(=O)Nc4cccc(C(F)(F)F)c4)c3)[nH]n2)cc1 | -6.9&-0.7 | 1.1&6.0 | -2.0&1.8 | -1.2&-2.5 | 0.8&-0.6 | 19.2&18.4 | -3.0&-0.1 | -1.3&2.0 | -1.9&-2.5 | -0.4&0.5
COc1ccc(/C=C(/NC(=O)c2ccccc2)C(=O)N2CCCCC2)cc1 | 0.9 | -1.5 | -0.2 | 4.8 | -2.5 | 6.6 | -8.6 | -1.7 | -1.4 | 0.3
CCOc1cc(C)c(Cl)cc1S(=O)(=O)N(CC)CC | -1.9 | 0.9 | 1.0 | 7.8 | -0.5 | -11.3 | -0.2 | -5.9 | -3.1 | -0.1
Cc1ccc(NC(=O)CCNS(=O)(=O)c2cccs2)cc1F | 2.6 | -0.7 | -8.4 | 5.6 | -0.2 | 4.8 | -0.1 | 2.1 | -3.5 | 0.2
O=Cc1ccc(-c2ccc(F)cc2)o1 | -10.2 | -1.2 | -1.5 | -9.8 | 1.4 | -1.7 | -12.2 | 1.9 | 3.8 | 0.1
COc1ccc(NC(=O)Cn2nnc(C(=O)NCc3cccs3)c2N)cc1Cl | -8.7 | -2.3 | -4.8 | -14.3 | 0.5 | 5.4 | -4.7 | -1.8 | 4.7 | -0.5
CCOc1ccc(N2CC(C(=O)NCCN3C(=O)S/C(=C/c4cccnc4)C3=O)CC2=O)cc1 (centres undefined) | 3.8 | -2.9 | -7.7 | 16.8 | 4.8 | 4.9 | 1.4 | 6.0 | -7.5 | 0.2
O=C(C1CC1)N1CCN(C(c2ccccc2)c2ccccc2)CC1 | 1.1 | -3.2 | 2.3 | 4.4 | 1.9 | -0.2 | 3.0 | -4.5 | 3.7 | 0.0
COc1cccc(-c2cc(C(F)(F)F)nc(N3CCCCC3)n2)c1 | 1.9 | 6.0 | 0.2 | 5.4 | -1.2 | -0.9 | 6.9 | 6.3 | 3.1 | -0.1
CC(C)(CNC(=O)CNC(=O)C1CCCCC1)N1CCOCC1 | 1.6 | 3.2 | -0.3 | -1.7 | -1.9 | -4.4 | 6.6 | 4.9 | -8.0 | -0.2

Pulled one by one from the entries so far:
SMILES | DDE Tn6 FP inh | UHRF1 binding | PLC-beta3 inh | ASAP1 GAP inh | PLC-gamma1 inh | ARFGAP1 inh | Tn7 DDE FP | HGIII-sPLA2 inh | NR1D1 modulator | KLK7 zymogen act
COc1ccc(/C=C(/NC(=O)c2ccccc2)C(=O)N2CCCCC2)cc1 | 0.9 | -1.5 | -0.2 | 4.8 | -2.5 | 6.6 | -8.6 | -1.7 | -1.4 | 0.3
O=Cc1ccc(-c2ccc(F)cc2)o1 | -10.2 | -1.2 | -1.5 | -9.8 | 1.4 | -1.7 | -12.2 | 1.9 | 3.8 | 0.1

Following part.
SMILES | DDE Tn6 FP inh | UHRF1 binding | PLC-beta3 inh | ASAP1 GAP inh | PLC-gamma1 inh | ARFGAP1 inh | Tn7 DDE FP | HGIII-sPLA2 inh | NR1D1 modulator | KLK7 zymogen act
CC(C)(CO)Nc1ncnc2onc(-c3ccc(F)cc3)c12 | 10.8 | -1.0 | -7.4 | 6.8 | -2.4 | -4.6 | 5.7 | 5.4 | -0.8 | -0.4
CN1CCN(C2CN(Cc3ccc([N+](=O)[O-])cc3)S(=O)(=O)C2)CC1 (centres undefined) | -1.8 | 1.1 | 5.8 | -5.1 | 1.8 | 11.0 | -8.8 | 2.3 | -11.8 | -0.9
Cc1ccc(S(=O)(=O)Nc2ccc(NC(=O)/C=C/C(=O)O)cc2)cc1 | 5.4 | 0.2 | -6.8 | 5.4 | 0.7 | -5.3 | -6.8 | 1.8 | 2.0 | -0.3
CC(C)CN(C(=O)C1=COCCO1)c1c(N)n(Cc2ccccc2)c(=O)[nH]c1=O | -7.5 | -0.7 | -7.8 | 1.6 | -5.2 | -8.3 | -1.9 | 0.5 | 10.2 | -1.9
COc1ccc(NC(=O)CS(=O)CC(=O)Nc2ccc(F)cc2F)cc1 (centres undefined) | -5.3 | 1.2 | -5.5 | -13.1 | -3.3 | -4.3 | 4.1 | 7.2 | -4.9 | -0.9
COc1ccc(S(N)(=O)=O)cc1C(=O)OCCCC(=O)c1ccccc1 | 8.6 | 1.2 | 0.9 | 1.9 | 0.6 | -11.2 | 6.7 | 1.6 | -6.9 | 0.2
COC(=O)c1c(NC(=O)CN2CCN(c3ncccn3)CC2)sc(C(N)=O)c1C | -5.0 | 3.8 | -17.6 | -4.0 | -8.0 | 11.6 | -1.3 | 4.6 | 2.8 | -1.4
Cc1ccc(C(C[N+](=O)[O-])n2nc(C)cc2C)cc1 (centres undefined) | 4.0 | -0.5 | 1.0 | 2.1 | -0.3 | -7.4 | 2.5 | -11.0 | 0.4 | 0.2
CCOc1ccc(/C(C)=N/NC(=O)C(OC)c2ccccc2)cc1 (centres undefined) | -2.1 | 4.5 | -6.6 | -9.2 | 0.4 | 8.2 | 3.0 | 2.0 | -1.6 | 0.1
CCCNC(=O)CCc1c(C)nc2nc(C)nn2c1C | 10.6 | 1.5 | 1.8 | 7.8 | 2.8 | -12.7 | -0.5 | 5.6 | -4.0 | 0.2
COc1ccc(/C=C/C(=O)NC(C)CCc2ccccc2)cc1OC (centres undefined) | 0.8 | 2.0 | -9.2 | 3.2 | -7.0 | 12.5 | -1.9 | -1.5 | -2.7 | 0.7
Cc1ccccc1CC1(CO)CCCN(C(=O)CCCN2CCCCC2=O)C1 (centres undefined) | 2.6 | 4.5 | -4.9 | -10.7 | -0.8 | 13.6 | 4.7 | 4.3 | 0.2 | 0.5
CCN(CC)CCNCC(=O)N1c2ccccc2CCc2ccc(NC(=O)OC)cc21 | -5.6 | 0.3 | -1.8 | 3.7 | -2.7 | 0.3 | 2.2 | -4.0 | 10.6 | 0.4

Screening data from PubChem.
